# Source: PubChem BioAssay
# RGS8-Gao reg = modulates binding of RGS8 to human Galphao; P09471; multiplexed bead flow cytometry; actives lie on both sides; response (percent of control binding), % at 10 µM; hit rate 0.34% among 220,000; AID 1423; in the data active = response below about 60% or above about 140%; inactive = in between;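 also: Galphao activated as the GDP aluminium fluoride complex binding bead-coupled RGS8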
# RGS7-Gao reg = human RGS7-Galphao interaction regulation | Multiplexed bead flow cytometry, RGS7-Galphao binding; actives lie on both sides | binding response (% of control), % at 10 µM | hit rate 0.35% among 220,000 | AID 1439; in the data active = binding response below about 49% or above about 150%; inconclusive = no clear call, values can overlap the other calls; inactive = in between;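 also: fluorescent Galphao held in activated GDP-AlF4 state binding bead-coupled RGS7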
# RGS4-Gao reg = modulates binding of RGS4 to human Galphao | Multiplexed bead flow cytometry; actives lie on both sides | binding response (% of control), % at 10 µM | hit rate 0.33% among 220,000 | AID 1415; in the data active = binding response below about 49% or above about 150%; inactive = in between;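 also: fluorescent Galphao activated with aluminum fluoride binding bead-coupled RGS4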
# Bim-Bcl-B = disrupts Bim peptide binding to human Bcl-B | Q9HD36 | bead-based flow cytometry | inhibition, % at 10 µM | hit rate 0.073% among 190,000 | AID 951;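 also: 0% = tracer peptide without compound and 100% = reference inhibitor peptide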
# Target sequence (Q9HD36 whole entry, looked up): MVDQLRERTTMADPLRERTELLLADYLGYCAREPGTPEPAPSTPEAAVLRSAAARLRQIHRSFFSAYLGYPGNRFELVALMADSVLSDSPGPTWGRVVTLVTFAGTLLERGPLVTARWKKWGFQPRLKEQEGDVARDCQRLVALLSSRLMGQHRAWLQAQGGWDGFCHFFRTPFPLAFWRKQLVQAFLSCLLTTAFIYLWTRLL
# Bim-Bcl-2 = disrupts Bim peptide binding to human Bcl-2 | inhibition, % at 10 µM | AID 950 | Bead-based flow cytometry, Bim peptide-Bcl-2 binding | hit rate 0.06% among 190,000 | P10415; in the data active = inhibition above about 40%; inconclusive = no clear call, values can overlap the other calls;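 also: 0% = no compound wells with probe peptide and 100% = reference peptide inhibitor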
# Target sequence (P10415 whole entry, looked up): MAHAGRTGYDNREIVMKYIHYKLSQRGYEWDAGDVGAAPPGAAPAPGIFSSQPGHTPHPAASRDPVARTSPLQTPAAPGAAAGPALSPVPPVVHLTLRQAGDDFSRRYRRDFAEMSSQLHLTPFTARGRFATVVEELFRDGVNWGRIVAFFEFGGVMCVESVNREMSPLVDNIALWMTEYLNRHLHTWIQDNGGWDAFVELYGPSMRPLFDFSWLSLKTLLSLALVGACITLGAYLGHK
# Bcl-XL Bim block = inhibitors of Bim-Bcl-XL interaction, human. AID 1007. hit rate 0.04% among 190,000. Bim peptide-Bcl-XL binding, bead flow cytometry, fluorescence. Q07817. inhibition, % at 10 µM
# Target sequence (Q07817 whole entry, looked up): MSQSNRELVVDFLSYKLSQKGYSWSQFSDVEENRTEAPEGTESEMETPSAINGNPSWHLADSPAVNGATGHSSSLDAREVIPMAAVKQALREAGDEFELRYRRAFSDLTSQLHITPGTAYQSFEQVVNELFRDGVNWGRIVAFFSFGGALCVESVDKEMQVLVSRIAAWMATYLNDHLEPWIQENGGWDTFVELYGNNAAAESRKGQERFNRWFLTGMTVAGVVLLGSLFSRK
# Bim-Bcl-W = disrupts Bim peptide binding to human Bcl-W | hit rate 0.02% among 190,000 | Q92843 | inhibition, % at 10 µM | AID 952 | bead-based flow cytometry;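 also: 0% = bound tracer without compound and 100% = peptide blocker; higher means less fluorescent Bim peptide bound to Bcl-W beads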
# Target sequence (Q92843 whole entry, looked up): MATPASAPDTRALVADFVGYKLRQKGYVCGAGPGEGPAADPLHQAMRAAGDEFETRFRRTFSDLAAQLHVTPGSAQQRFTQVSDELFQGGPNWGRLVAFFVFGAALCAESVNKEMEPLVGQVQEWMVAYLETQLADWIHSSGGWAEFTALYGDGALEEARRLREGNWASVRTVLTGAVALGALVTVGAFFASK
# Mcl1 Noxa PPI = Mcl-1/Noxa interaction inhibition; Q07820; TR-FRET Mcl-1/Noxa peptide binding, 2 h; inhibition, % at 21.7 µM; hit rate 1.5% among 220,000; AID 1022;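 active = compounds that cut the protein-peptide binding signal by more than 50% relative to plate controls in a single-dose test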;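 also: His-tagged Mcl-1 with rhodamine Noxa BH3 peptide and terbium anti-His antibody; 0% = Mcl-1 plus Noxa peptide wells and 100% = peptide-only wells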
# Mcl1-Bid inh = disrupts binding of human Mcl-1 to Bid peptide | Q07820 | TR-FRET Mcl-1/Bid-Dy647 peptide binding, 1536-well | inhibition, % at 21.7 µM | hit rate 0.97% among 220,000;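 active = compounds that cut the binding signal by more than half at the single screening dose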;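 also: His-tagged Mcl-1 with europium anti-His antibody binding Bid BH3 peptide; 0% = Mcl-1 plus peptide wells and 100% = peptide-only wells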
# Mcl-1 Bim block = disrupts Bim peptide binding to human Mcl-1 | Q07820 | Bead-based flow cytometry, Bim peptide-Mcl-1 binding | inhibition, % at 10 µM | hit rate 0.1% among 190,000 | AID 1009;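 also: 0% = no compound tracer wells and 100% = peptide blocker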
# Bim-Bfl-1 = inhibitors of Bim-Bfl-1 interaction, human; Q16548; Bead-based flow cytometry, Bim-Bfl-1 binding inhibition; inhibition, % at 10 µM; hit rate 0.12% among 190,000;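 also: 0% = wells without compound plus tracer and 100% = blocker peptide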
# * = called active by the depositor; ? = inconclusive; · = not tested or not shown. Rule as the data show it, unless noted: active = inhibition above about 40%.
SMILES,RGS8-Gao reg,RGS7-Gao reg,RGS4-Gao reg,Bim-Bcl-B,Bim-Bcl-2,Bcl-XL Bim block,Bim-Bcl-W,Mcl1 Noxa PPI,Mcl1-Bid inh,Mcl-1 Bim block,Bim-Bfl-1
CC(C)c1nnc(NC(=O)c2cccs2)s1,103,101,103,-7,-9,-1,2,15,2,0,-9
Cc1noc(C)c1S(=O)(=O)N1CCC(C(=O)NC2CCN(Cc3ccccc3)CC2)CC1,109,117,113,1,-2,3,-1,6,-2,0,-1
Cc1nnc(-c2ccc(Oc3ccc(Cl)cc3)c([N+](=O)[O-])c2)o1,99,97,96,-7,-1,-6,-2,14,-3,-1,-1
O=C(Nc1nnc(-c2ccc(F)cc2)s1)Nc1ccccc1F,99,?,97,·,·,·,·,-5,-26,·,·
COc1cccc(C2NC(=O)NC(C)=C2C(=O)Nc2ccccc2C)c1 (configuration not stated),103,99,104,1,-2,-3,-4,14,-11,-1,-2
Cc1nn(-c2ccccc2)c2[nH]c(C(F)(F)F)cc(=O)c12,107,109,112,-9,-9,-8,0,-5,2,1,-7
CS(=O)(=O)N1N=C(c2ccc(Br)cc2)CC1c1cccs1 (configuration not stated),115,125,89,2,-2,0,-3,-20,-9,-4,0
Cc1cc(=O)n(-c2ccccc2Cl)[nH]1,98,96,101,-6,-1,0,-4,1,-43,-2,1
COc1ccc(C(C)NC(=O)C2C(=O)NC3(C)CC2c2ccccc2O3)cc1 (configuration not stated),99,101,100,-9,-7,-7,-3,5,0,-3,-2
c1ccc(SCc2nc(-c3ccncc3)no2)cc1,106,106,109,-2,1,-9,-3,-15,0,-4,0
Fc1cccc(Cl)c1-c1nnc2ccc3ccccc3n12,104,101,103,-15,-6,-7,-3,2,-7,-3,-13
O=C(NC(Nc1ncc(S(=O)(=O)c2ccc([N+](=O)[O-])cc2)s1)(C(F)(F)F)C(F)(F)F)c1ccc(Cl)cc1,102,101,104,-9,-9,1,-1,-70,-51,0,-10
Cc1cccc(-c2nc(C#N)c(NCC3CCCO3)o2)c1 (configuration not stated),102,?,99,·,·,·,·,0,-33,·,·
O=C(CCN1C(=O)C2C3C=CC(C3)C2C1=O)Nc1ccc2c(c1)OCO2 (configuration not stated),102,99,99,-3,-7,-3,-2,17,-26,-1,-17
Cn1c(N)c(C(=O)CSc2ncn[nH]2)c(=O)n(C)c1=O,101,?,102,·,·,·,·,-4,-8,·,·
C/C(=N\NC(=O)c1cc(-c2ccncc2)nc2ccccc12)c1ccc(N2CCOCC2)cc1,96,?,94,-2,0,-4,1,9,14,0,-6
CCOc1ccc(-n2c(C)cc(/C=N/NC(=O)C(N)=O)c2C)cc1,101,100,103,0,1,3,0,14,-50,0,-1
CC(c1ccccc1)N1CCn2c(nc3cc(NC(=O)c4cccs4)ccc32)C1 (configuration not stated),99,101,105,0,-9,1,5,-1,-9,3,-6
COc1ccc(C(C)NC(=O)c2cccc([N+](=O)[O-])c2)cc1OC (configuration not stated),98,98,95,-3,0,-2,-2,15,-6,-3,-1
CCOC(=O)Nc1ccc2c(c1)N(C(=O)OC)c1ccccc1CC2,104,103,106,-10,-9,-13,-1,11,13,-5,-14
O=c1oc2ccccc2n1CSc1nc2ccccc2s1,108,106,114,-2,0,-2,0,10,-14,1,0
Cn1c2ccccc2c2ncn(Cc3ccc(F)cc3)c(=O)c21,104,?,105,·,·,·,·,12,-6,·,·
CCn1ncc(/C=C/C(=O)Nc2c(C)nn(CC)c2C)c1C,97,100,97,4,0,1,0,8,-7,3,5
CCN(CC)C1CCN(c2nc3nonc3nc2NCCOC)C1 (configuration not stated),100,107,101,-1,-1,0,-3,7,-22,11,-5
O=C(NCCOc1ccccc1Cl)c1cc(F)c(F)cc1Cl,100,102,98,-6,-10,-10,1,·,-15,0,-12
# (further entries)
SMILES,RGS8-Gao reg,RGS7-Gao reg,RGS4-Gao reg,Bim-Bcl-B,Bim-Bcl-2,Bcl-XL Bim block,Bim-Bcl-W,Mcl1 Noxa PPI,Mcl1-Bid inh,Mcl-1 Bim block,Bim-Bfl-1
CC(c1ccccc1)C1CC(=O)N(Cc2ccco2)C1=O (configuration not stated),94,87,88,-7,-5,-1,2,17,2,-1,-12
COC(=O)c1cccnc1NC(=S)NNC(=O)c1ccncc1,115,109,106,0,-5,-4,0,16,-2,-4,-5
CN1CCN(S(=O)(=O)c2ccc(NC(=S)NC(=O)C3CCCC3)cc2)CC1,101,104,107,-7,-4,-7,-2,19,-37,-3,-7
O=C(Nc1cccc2ncccc12)c1ccc(F)cc1,105,96,97,-4,-6,-3,-2,15,-6,1,-15
O=C1CC(c2nc3ccccc3[nH]2)CN1c1ccccc1F (configuration not stated),102,98,101,-5,-4,-1,2,17,-1,-1,-10
Cc1ccsc1C1C(C#N)=C(N)OC2=C1C(=O)CC(C)C2 (configuration not stated),102,102,101,-4,-5,0,2,9,-18,-8,-5
CCc1c(C)nc(N)n2c(SCC(=O)N3CCCC(C)C3)nnc12 (configuration not stated),99,94,94,-1,4,0,0,-5,4,1,-1
Cc1cc(C)nc(N2CCCC(C(=O)Nc3nnc(C)s3)C2)n1 (configuration not stated),110,111,114,-5,-11,-1,-2,-12,4,-2,-14
Nc1c(C(=O)O)sc2nc3c(cc12)CCCC3,99,?,99,·,·,·,·,-1,-49,·,·
COC(=O)c1ccc(N2C(=O)CC(SCCN)C2=O)cc1 (configuration not stated),98,98,101,-10,-7,-8,-2,22,-2,-2,-23
CCOc1ccc(NC(=O)c2ccc(NC(=O)c3ccc(CN4CCOCC4)cc3)cc2)cc1,92,?,88,·,·,·,·,40,30,·,·
O=C(CCCn1c(=S)[nH]c2ccccc2c1=O)N1CCOCC1,103,99,100,-3,-6,-4,-4,12,-43,-2,-3
CCSc1c(C(=O)NC)ccc2c1C(=O)c1ccccc1C2=O,108,112,112,0,-1,0,-1,2,0,-3,0
COc1ccc(CNc2nc(-c3cccnc3)nn2S(C)(=O)=O)cc1,103,100,103,-4,-3,-9,-1,8,4,-1,-7
COc1ccc(/C=C/C(=O)O)cc1COc1ccccc1C,99,104,105,-11,-10,-10,-5,8,-14,-3,-14
O=C(Cc1cccs1)Nc1cccc(-c2nc3ccccc3o2)c1,102,101,103,-5,-7,-8,-5,5,-27,-5,-7
CN1CCN(CCCNC(=O)c2cn(C)c3ccc(S(=O)(=O)N(C)C)cc3c2=O)CC1,129,112,119,-3,1,0,0,22,-16,-4,-2
Cn1ccc(C(=O)N/N=C/c2ccccc2[N+](=O)[O-])n1,100,?,99,·,·,·,·,-5,7,·,·
CCN1CCc2c(sc(NC(=O)Nc3ccc(Cl)c(Cl)c3)c2C(N)=O)C1,100,102,103,-11,-4,-6,-3,44,2,-3,-6
CC(=O)N/C(=C/c1ccc(OS(=O)(=O)c2ccc(C)cc2)cc1)C(=O)Nc1ccc(C(=O)O)cc1,98,?,97,·,·,·,·,6,-18,·,·
Cc1cc(C)n(Cc2cccc(F)c2)c(=O)c1C#N,101,99,97,-12,-22,-15,-11,13,96*,-9,-23
C/C(=N/NC(=O)C1COc2ccccc2O1)c1ccc(Br)s1 (configuration not stated),96,?,86,·,·,·,·,4,-12,·,·
Cc1cc(C(=O)N/N=C/c2ccc(Cl)c([N+](=O)[O-])c2)c(C)n1-c1ccc(F)cc1,99,96,76,-2,-3,-6,-4,24,-27,2,-9
Cc1ccc(CSCCNC(=O)CN(c2ccccc2)S(C)(=O)=O)cc1,102,?,103,-2,-4,-2,-4,7,-21,-2,-6
O=C(COc1ccccc1)Nc1ccc2[nH]c(=O)[nH]c2c1,105,?,107,-3,-5,2,0,19,-34,-1,-2

# 4 entries from above, with values under each structure:
# Results follow in this order: RGS8-Gao reg	RGS7-Gao reg	RGS4-Gao reg	Bim-Bcl-B	Bim-Bcl-2	Bcl-XL Bim block	Bim-Bcl-W	Mcl1 Noxa PPI	Mcl1-Bid inh	Mcl-1 Bim block	Bim-Bfl-1
COC(=O)c1cccnc1NC(=S)NNC(=O)c1ccncc1
→ 115	109	106	0	-5	-4	0	16	-2	-4	-5
CN1CCN(S(=O)(=O)c2ccc(NC(=S)NC(=O)C3CCCC3)cc2)CC1
→ 101	104	107	-7	-4	-7	-2	19	-37	-3	-7
O=C(Nc1cccc2ncccc12)c1ccc(F)cc1
→ 105	96	97	-4	-6	-3	-2	15	-6	1	-15
O=C1CC(c2nc3ccccc3[nH]2)CN1c1ccccc1F (configuration not stated)
→ 102	98	101	-5	-4	-1	2	17	-1	-1	-10

# New compounds follow
SMILES,RGS8-Gao reg,RGS7-Gao reg,RGS4-Gao reg,Bim-Bcl-B,Bim-Bcl-2,Bcl-XL Bim block,Bim-Bcl-W,Mcl1 Noxa PPI,Mcl1-Bid inh,Mcl-1 Bim block,Bim-Bfl-1
CCN(C(=O)CN1CCN(Cc2ccccc2)CC1)c1c(N)n(Cc2ccccc2)c(=O)[nH]c1=O,101,101,100,-3,0,-3,-3,10,-7,-1,-3
CC(=O)N1CCN(c2ccccc2NC(=O)COc2ccccc2C)CC1,101,96,100,-3,-2,-5,-2,7,-39,0,-6
CC1(C)C(=O)C2(CCCCC2)C(=O)OC1c1cccs1 (configuration not stated),100,98,96,0,0,0,-2,-6,-27,-1,-3
Cc1ccc2c(c1)c1cccc3c1n2CCN3CCC(N)=O,84,87,86,1,8,4,9,67*,-71,4,20
Cc1cc(C(=O)NNC(=S)NCC(C)C)cs1,105,102,103,-16,-3,-6,-5,14,-28,-3,-7
O=C(Cn1cc([N+](=O)[O-])cn1)N1CCc2ccccc2C1,103,106,103,-2,-4,-2,-1,-7,-17,0,-2
Cc1ccc(S(=O)(=O)N2CCCCC2)cc1NC(=O)C1CCCO1 (configuration not stated),103,103,103,0,-3,-1,-1,9,2,0,0
O=C(COC(=O)c1ccccc1Cc1ccccc1)Nc1ccc(SC(F)F)cc1,98,97,98,-3,-2,-3,-3,5,-9,-2,3
O=C(NNc1ccccc1[N+](=O)[O-])NC1CCCCC1,105,102,99,0,-3,-1,-1,-4,-22,0,-6
COc1ccc(C2C(C(=O)O)c3ccccc3C(=O)N2C)cc1Br (configuration not stated),100,101,102,0,1,0,0,6,9,1,0
CCC(=O)Nc1ccc(-c2nn3c(C)nnc3s2)cc1C,96,98,99,0,1,0,0,6,-6,0,0
COc1ccc(S(=O)(=O)NCC2CCCN(Cc3ccc(C)o3)C2)cc1 (configuration not stated),95,91,95,-4,-1,-3,1,-4,-16,-6,2
NC1=NC(=O)/C(=C/c2ccccc2OS(=O)(=O)c2ccccc2)S1,116,101,105,-9,-5,-7,-3,15,3,-6,-5
O=[N+]([O-])c1cccc(/C=C/c2ccncc2)c1,100,?,104,·,·,·,·,-1,-30,·,·
O=C(CN1CCC(O)(c2ccccc2)CC1)Nc1ccc2c(c1)OCCO2,101,?,100,-2,-1,0,2,16,-27,-1,-6
CNC(=O)c1ccccc1S(=O)c1ccccc1C#N (configuration not stated),103,102,108,-1,0,0,0,12,-12,-5,-2
CCc1nc(C)cn1S(=O)(=O)c1cc(OC)c(C)cc1C,99,92,97,-3,-6,0,3,16,-2,0,-10
CCc1nn(C)c(-c2n[nH]c(=S)n2N)c1Cl,104,106,101,-12,2,0,0,10,-49,-2,1
NC(=O)C1CCN(c2nc(-c3ccccc3)nc3c2oc2ccccc23)CC1,101,99,101,-2,-8,-3,·,-5,-11,4,-8
Cc1cc(Oc2ccc(C#N)cc2)nc(NCc2ccccc2)n1,101,100,99,-13,-14,-13,-4,1,12,-4,-22
Cc1c(NC(=O)C2CCN(S(=O)(=O)c3ccc(Cl)cc3)CC2)c(=O)n(-c2ccccc2)n1C,97,97,94,1,-1,0,1,0,-22,0,-1
